Screens deposited in PubChem BioAssay by several laboratories.
RmlCD inh 1536: inhibitors of Mycobacterium tuberculosis RmlC and RmlD coupled enzymes | RmlC+RmlD coupled enzyme assay, percent inhibition; primary screen in compound mixtures | inhibition, % at 3.6 µM | 160,000 compounds, 0.03% hits; in the data active = inhibition mostly above about 34%, no sharp cut-off; also: some results filed as inactive read as strong as hits
Target sequence (P9WH09 whole entry, looked up): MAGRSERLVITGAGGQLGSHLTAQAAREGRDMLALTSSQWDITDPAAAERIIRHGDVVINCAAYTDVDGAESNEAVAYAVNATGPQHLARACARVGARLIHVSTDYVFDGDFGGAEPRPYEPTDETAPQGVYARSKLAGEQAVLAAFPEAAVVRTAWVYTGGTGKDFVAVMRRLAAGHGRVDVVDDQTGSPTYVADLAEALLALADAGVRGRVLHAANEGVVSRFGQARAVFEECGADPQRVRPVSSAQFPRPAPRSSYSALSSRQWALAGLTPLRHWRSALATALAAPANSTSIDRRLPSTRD
Target sequence (P9WH11 whole entry, looked up): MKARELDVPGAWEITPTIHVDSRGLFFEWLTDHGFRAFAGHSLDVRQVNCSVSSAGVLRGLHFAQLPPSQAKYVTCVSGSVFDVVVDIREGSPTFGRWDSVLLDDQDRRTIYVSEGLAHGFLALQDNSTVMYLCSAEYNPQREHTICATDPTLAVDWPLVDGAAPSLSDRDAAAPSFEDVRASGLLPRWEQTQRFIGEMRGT
M. tuberculosis GlmU: inhibition of mycobacterial GlmU enzyme – biochemical, glucosamine-1-phosphate acetyltransferase (AID 1376) | inhibition, %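 (tested at 30 µM in the primary screen)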, or IC50 in µM where a hit was titrated | M. tuberculosis GlmU acetyltransferase enzyme assay; higher % means a stronger effect | 220,000 compounds, 0.25% hits; in the data active = inhibition above about 13%;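 also: 0% = complete reaction with vehicle and 100% = reaction without substrate; strong numbers were not always called active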
* marks the source's active call; other numbers are inactive results; . = no result given; & = joins results of further samples. These rows are one share of the data; rates above refer to the full screens.

SMILES	RmlCD inh 1536	M. tuberculosis GlmU
O=C(c1ccc(F)cc1)N(NC(=O)C(O)(c1ccccc1)c1ccccc1)c1ccccc1	-10	0.0%
O=S(=O)(c1cccs1)N1CCN(c2ccccn2)CC1	-3	.
CCOC(=O)c1c(N)sn(-c2ccccc2C)c1=S	9	3.9%
O=C(CN1C(=O)CSC1=O)Nc1ccc(N2CCOCC2)cc1	9	.
Cc1ccccc1OCCSc1nnc(-c2cccnc2)n1N	8	-1.2%
CCC(C)c1ccc(OCC(=O)Nc2ccc3[nH]c(=O)[nH]c3c2)cc1 (stereo unspecified)	4	2.6%
CCCCNC(=O)COC(=O)CCC(=O)c1ccc(F)cc1	.	0.1%
CC(=O)c1ccc(NC(=O)CO/N=C(\C)c2cccs2)cc1	-2	0.6%
Cc1ccc(S(=O)(=O)NC(C)(C)CSc2nnc(N)s2)cc1	12	1.0%
Cn1c(-c2cccc(Br)c2)cnc1NCc1cccnc1	-7	-4.1%
O=C(NNS(=O)(=O)c1ccccc1)c1cccs1	1	2.3%
CC(=O)c1ccc(OC(=O)N(C)c2ccccc2)cc1	12	0.2%
O=C(NNC(=O)c1ccc([N+](=O)[O-])o1)c1ccccc1	.	-5.6%
Cc1cc(C)c2nc(N3CCCN(C(=O)c4ccco4)CC3)c(C#N)cc2c1	15	2.9%
COc1ccc(Cl)cc1C(=O)Nn1c(C)nc2ccccc2c1=O	-5	3.9%
O=C(CCl)NN=C(c1ccccc1)c1ccccc1	4	-3.6%
O=C(CN1CCOCC1)Nc1c(Cl)cc(Cl)cc1Cl	.	-4.7%
CCc1cccc(C)c1NC(=S)NCC1CCN(c2ccc(OC)cc2)C1 (stereo unspecified)	6	-3.4%
Cc1cc(N/C=C\C(=O)c2ccc(Cl)c(Cl)c2)no1	-4	-4.9%
FC(F)Sc1ccc(NC(=S)NCc2ccccc2)cc1	12	-5.9%
O=S(=O)(c1ccccc1)c1cnn(-c2ccccc2)c1-c1ccc(F)cc1	-25	3.2%
Cc1cc(C(C)(C)C)oc1C(=O)N(CC(=O)NC1CCCC1)Cc1ccccc1Cl	-3	2.4%
CCOC(=O)CNC(=O)CNC(=O)C(Cc1ccc(N(CCCl)CCCl)cc1)NC(C)=O (stereo unspecified)	9	-0.1%
Cc1onc(-c2ccccc2Cl)c1C(=O)NCCCN1CCOCC1	8	1.9%
CCC(C(=O)O/N=C(\N)c1cccc(C)c1)c1ccccc1 (stereo unspecified)	.	0.9%
COc1cccc(C(C(=O)NC(C)(C)C)N(C(=O)CCC(=O)Nc2cc(C)on2)C(C)C)c1OC (stereo unspecified)	24	-2.8%
C#CCNC(=O)C1=C[C@@H](C2CC2)C[C@@H](OCc2ccc(CO)cc2)O1	.	-0.2%
CCN(CC)C(=S)SCC(=O)Nc1ccc(S(N)(=O)=O)cc1	38	-2.6%
Cc1ccc(S(=O)(=O)Nc2ccccc2F)cc1C(=O)NCCCN1CCCC1=O	.	-3.5%
Cc1cccc2c(N)c3c(nc12)CCCC3 (tested in a mixture with another compound)	8	5.8%
CCN(C(=O)CSc1cc(C)c2ccccc2n1)c1c(N)n(Cc2ccccc2)c(=O)[nH]c1=O	.	7.1%
O=c1[nH]c(Nc2ccc3c(c2)OCCO3)nnc1Cc1ccccc1	-11	4.4%
N#CC(Nc1ccccc1)c1ccccc1OCc1ccccc1 (stereo unspecified)	-8	1.2%
CCCNC(=O)CN(c1ccccc1)S(=O)(=O)c1ccc(OC)c(OC)c1	.	-0.3%
O=C(CNC(=O)c1ccccc1)N/N=C/c1cccs1	-12	-1.4%
CCCCCCC1CC(C)(/C(C)=N/NC(N)=O)OC1=O (stereo unspecified)	.	6.8%
O=C(CC1Sc2ccccc2NC1=O)Nc1ccccc1[N+](=O)[O-] (stereo unspecified)	25	0.2%
COc1ccc(C)cc1S(=O)(=O)N(CC(=O)Nc1cccc([N+](=O)[O-])c1)c1ccc(C)c(C)c1	4	1.3%
CC(=O)Nc1ccc(NC(=O)C(C)Oc2ccc(Cl)cc2Cl)cc1 (stereo unspecified)	.	1.9%
CCOC(=O)/C(=N/O)C1=NC(C)(C)Cc2cc(C)c(C)cc21	0	10%
CC(=O)c1c(C)nn(C(C)CC(=O)O)c1C (stereo unspecified)	5	-0.8%
Cc1occc1C(=O)Nc1ccc(S(=O)(=O)N2CCN(C)CC2)cc1	.	3.4%
COc1ccc(C(CC(=O)N2CCC3(CC2)OCCO3)NS(=O)(=O)c2ccc(C)cc2)cc1 (stereo unspecified)	8	5.7%&1.6%
CCOC(=O)/C(=N/Nc1ccc(OC)cc1)N1CCCc2ccccc21	.	-2.3%
O=C(CSc1ccccn1)Nc1cccc(NC(=O)CSc2ccccn2)n1	.	-5.1%
CC1CCCCN1C(=O)CSc1nc2ccccc2[nH]1 (stereo unspecified)	6	-1.9%
Cc1ccc(C(=O)/C=C/c2ccc(-c3ccc(C)cc3)o2)cc1	.	3.7%
COc1ccc(/C=c2/sc3nc(-c4ccccc4)c(-c4ccccc4)n3c2=O)cc1	-9	-0.1%
Cc1ccc(NC(=O)COC(=O)C2CC2(Cl)Cl)cc1C (stereo unspecified)	-6	-6.0%
CC(C)CC1(C)NC(=O)NC1=O (stereo unspecified)	-4	1.5%

Some of the entries above, set out differently.
Second line of a record – RmlCD inh 1536, M. tuberculosis GlmU
CCC(C(=O)O/N=C(\N)c1cccc(C)c1)c1ccccc1 (stereo unspecified)
→ ., 0.9%
COc1cccc(C(C(=O)NC(C)(C)C)N(C(=O)CCC(=O)Nc2cc(C)on2)C(C)C)c1OC (stereo unspecified)
→ 24, -2.8%
C#CCNC(=O)C1=C[C@@H](C2CC2)C[C@@H](OCc2ccc(CO)cc2)O1
→ ., -0.2%
CCN(CC)C(=S)SCC(=O)Nc1ccc(S(N)(=O)=O)cc1
→ 38, -2.6%
Cc1ccc(S(=O)(=O)Nc2ccccc2F)cc1C(=O)NCCCN1CCCC1=O
→ ., -3.5%
Cc1cccc2c(N)c3c(nc12)CCCC3 (tested in a mixture with another compound)
→ 8, 5.8%
CCN(C(=O)CSc1cc(C)c2ccccc2n1)c1c(N)n(Cc2ccccc2)c(=O)[nH]c1=O
→ ., 7.1%
O=c1[nH]c(Nc2ccc3c(c2)OCCO3)nnc1Cc1ccccc1
→ -11, 4.4%
N#CC(Nc1ccccc1)c1ccccc1OCc1ccccc1 (stereo unspecified)
→ -8, 1.2%
CCCNC(=O)CN(c1ccccc1)S(=O)(=O)c1ccc(OC)c(OC)c1
→ ., -0.3%
O=C(CNC(=O)c1ccccc1)N/N=C/c1cccs1
→ -12, -1.4%
CCCCCCC1CC(C)(/C(C)=N/NC(N)=O)OC1=O (stereo unspecified)
→ ., 6.8%
O=C(CC1Sc2ccccc2NC1=O)Nc1ccccc1[N+](=O)[O-] (stereo unspecified)
→ 25, 0.2%
COc1ccc(C)cc1S(=O)(=O)N(CC(=O)Nc1cccc([N+](=O)[O-])c1)c1ccc(C)c(C)c1
→ 4, 1.3%
CC(=O)Nc1ccc(NC(=O)C(C)Oc2ccc(Cl)cc2Cl)cc1 (stereo unspecified)
→ ., 1.9%
CCOC(=O)/C(=N/O)C1=NC(C)(C)Cc2cc(C)c(C)cc21
→ 0, 10%
CC(=O)c1c(C)nn(C(C)CC(=O)O)c1C (stereo unspecified)
→ 5, -0.8%
Cc1occc1C(=O)Nc1ccc(S(=O)(=O)N2CCN(C)CC2)cc1
→ ., 3.4%
COc1ccc(C(CC(=O)N2CCC3(CC2)OCCO3)NS(=O)(=O)c2ccc(C)cc2)cc1 (stereo unspecified)
→ 8, 5.7%&1.6%
CCOC(=O)/C(=N/Nc1ccc(OC)cc1)N1CCCc2ccccc21
→ ., -2.3%
O=C(CSc1ccccn1)Nc1cccc(NC(=O)CSc2ccccn2)n1
→ ., -5.1%
CC1CCCCN1C(=O)CSc1nc2ccccc2[nH]1 (stereo unspecified)
→ 6, -1.9%
Cc1ccc(C(=O)/C=C/c2ccc(-c3ccc(C)cc3)o2)cc1
→ ., 3.7%
COc1ccc(/C=c2/sc3nc(-c4ccccc4)c(-c4ccccc4)n3c2=O)cc1
→ -9, -0.1%
